Source: PubChem BioAssay (several laboratories)
TbMetRS inhib = Trypanosoma brucei MetRS inhibition; AID 624268; inhibition, % at 11.9 µM; 360,000 compounds, 0.4% hits; purified T. brucei MetRS, ATP depletion, Kinase-Glo luminescence;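 active = inhibition above a per-plate cutoff of the control wells' mean inhibition plus 3 SD, cut at about 5.5% in these data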;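 also: 0% = DMSO wells median and 100% = median of wells with control inhibitor compound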
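Material: parasite MetRS enzyme / Replication: singlicate, one well per compound / Signal: luminescence of leftover ATP / Schedule: 2 h aminoacylation at 25 °C after 15 min preincubation / Medium: HEPES-MgCl2-KCl buffer plus DTT, spermine, BSA, pyrophosphatase / Doses: 11.9 µM single point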
STEP block = STEP (human) phosphatase inhibition. P54829. recombinant STEP, OMFP fluorogenic substrate, fluorescence. inhibition, % at 20 µM. 360,000 compounds, 0.25% hits. AID 588621;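 active = inhibition at 20 µM, scaled per plate between control wells, above about 37%, limit read from the data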;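 also: 0% = DMSO with enzyme and substrate and 100% = substrate only without enzyme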
Target sequence (P54829 whole entry, looked up): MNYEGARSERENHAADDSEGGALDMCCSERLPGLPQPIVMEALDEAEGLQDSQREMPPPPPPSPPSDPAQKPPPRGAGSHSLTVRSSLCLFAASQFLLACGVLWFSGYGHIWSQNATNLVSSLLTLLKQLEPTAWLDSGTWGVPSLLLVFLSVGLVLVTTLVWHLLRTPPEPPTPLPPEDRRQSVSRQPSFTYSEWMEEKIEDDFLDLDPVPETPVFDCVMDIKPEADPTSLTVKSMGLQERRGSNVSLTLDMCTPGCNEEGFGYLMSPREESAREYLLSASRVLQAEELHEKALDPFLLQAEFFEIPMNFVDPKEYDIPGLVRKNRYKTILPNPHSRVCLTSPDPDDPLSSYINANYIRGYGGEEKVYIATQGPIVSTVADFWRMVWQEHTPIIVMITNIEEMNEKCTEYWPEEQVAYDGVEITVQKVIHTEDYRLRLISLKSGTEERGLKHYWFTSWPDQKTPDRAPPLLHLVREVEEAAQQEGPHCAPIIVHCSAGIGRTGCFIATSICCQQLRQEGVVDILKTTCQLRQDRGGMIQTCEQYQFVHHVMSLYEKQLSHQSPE
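System: STEP (striatal-enriched tyrosine phosphatase) enzyme, cell-free; medium: Bis-Tris pH 6.0 buffer with DTT, detergent; dosing: 20 µM, 1% DMSO; times: reaction 20 min, ambient temperature; detection: fluorescence, 480/540 nm; read-out basis: normalized % inhibition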
Scp-1 inhibitor = blocks human Scp-1 phosphatase activity; AID 493091; inhibition, % at 20 µM; 340,000 compounds, 0.88% hits; Q9GZU7; Recombinant Scp1, phosphopeptide, malachite green phosphate absorbance;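 active = inhibition above about 50% at 20 µM, limit read from the data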;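 also: plate controls were DMSO wells with enzyme for no effect and wells lacking enzyme for full effect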
Target sequence (Q9GZU7 76-261 limits assumed): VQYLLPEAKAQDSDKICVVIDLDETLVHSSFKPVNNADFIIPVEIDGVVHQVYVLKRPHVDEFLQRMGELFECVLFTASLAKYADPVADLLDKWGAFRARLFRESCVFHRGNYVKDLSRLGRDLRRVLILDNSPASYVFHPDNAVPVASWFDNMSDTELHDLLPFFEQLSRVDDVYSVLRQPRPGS
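Material – SCP-1 phosphatase catalytic domain, residues 76-261 · Buffer or medium – Acidic Tris acetate buffer with magnesium and detergent · Also added – Phospho 17-mer peptide substrate · Compound – single 20 µM dose, 1% DMSO · Times – 45 min room-temperature reaction, 5 min colour, 30 min stabiliser · Technique – Phosphate-binding colour reagent, absorbance read at 630 nm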
Rpn11 block = inhibitors of human proteasome Rpn11; calls only at 20 µM; 360,000 compounds, 0.59% hits; human 26S proteasome, Ub4-pepOG fluorescence polarization; 20S core pre-blocked with epoxomicin; O00487;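 active = inhibition at 20 µM, scaled to each plate's controls, above about 33%, limit read from the data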
DNMT1 block = blocks human DNA methyltransferase DNMT1; AID 588458; 360,000 compounds, 0.83% hits; inhibition (reported as % activation of signal), % at 10 µM; DNMT1 molecular beacon, Hinp1I cleavage, fluorescence; in the data active = inhibition above about 50%
CSN inh = blocks human CSN-mediated cullin deneddylation; Purified CSN, SCF-Nedd8-OG deneddylation, fluorescence polarization; inhibition, % at 12.5 µM; 360,000 compounds, 0.38% hits;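 active = pattern-corrected inhibition above about 35%, with an unprinted fluorescence ratio check between 0.5 and 1.5, limit read from the data, passing the limit was not always enough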;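 also: 0% = enzyme with substrate and 100% = substrate without enzyme; some results filed as inactive read as strong as hits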
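Test system: purified human Csn5 enzyme expressed in HEK293T cells. Amount: 0.24 nM enzyme. Reagent: SCFSkp2-Nedd8OG substrate at 10 nM final. Schedule: 90 min incubation of compound, enzyme and substrate at room temperature. Detection: fluorescence polarization. Read-out: % inhibition of substrate cleavage by Csn5.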
SUMO1 PPI mod = modulators of human SUMO1-mediated protein-protein interactions | SUMO1 binding to a labelled peptide, TR-FRET, 1 h | 360,000 compounds, 0.33% hits | inhibition, % at 20 µM | P63165; in the data active = inhibition above about 37%
Target sequence (P63165 whole entry, looked up): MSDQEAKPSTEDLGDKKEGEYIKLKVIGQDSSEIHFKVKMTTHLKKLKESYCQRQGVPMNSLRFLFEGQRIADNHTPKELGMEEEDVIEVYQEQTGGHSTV
NadD inh = inhibitors of Staphylococcus aureus NadD. 360,000 compounds, 0.78% hits. purified NadD enzyme, colorimetric absorbance read-out. inhibition, % at 20 µM. AID 602399; in the data active = inhibition above about 26%; also: some compounds past the cut are filed as inactive
MsrA inh = inhibits bovine methionine sulfoxide reductase A; purified bovine MsrA, absorbance read-out; inhibition, % at 15.5 µM; 360,000 compounds, 0.75% hits; AID 651718; in the data active = inhibition above about 4.5%;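 also: 0% = vehicle wells with enzyme and 100% = reference inhibitor wells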
LMPTP inh = blocks human LMPTP phosphatase. P24666. recombinant LMPTP-A, OMFP fluorogenic substrate, fluorescence intensity. inhibition, % at 20 µM. 360,000 compounds, 0.22% hits. AID 651560;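 active = compounds that cut the enzyme signal by at least half of the control window in the single-dose screen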;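 also: plate controls were DMSO wells with enzyme plus substrate for no effect and substrate without enzyme for full effect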
Target sequence (P24666 whole entry, looked up): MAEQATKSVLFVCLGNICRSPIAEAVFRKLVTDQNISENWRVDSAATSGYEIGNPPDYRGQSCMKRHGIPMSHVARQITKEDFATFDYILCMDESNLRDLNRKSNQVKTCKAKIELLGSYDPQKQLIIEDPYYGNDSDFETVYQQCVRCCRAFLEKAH
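Assay system: LMPTP-A phosphatase enzyme | Input: 0.625 nM enzyme | Also added: Fluorogenic phosphatase substrate OMFP at 400 µM final | Compound dosing: One test concentration per compound, 20 µM, with 3% DMSO overall | Schedule: 50 min enzyme reaction at room temperature, protected from light | Signal: Fluorescence intensity | Benchmarks: no-enzyme and uninhibited controls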
* = called active by the depositor; i = inactive; . = no result given; + = active, no number; & = joins results of further samples.

SMILES	TbMetRS inhib	STEP block	Scp-1 inhibitor	Rpn11 block	DNMT1 block	CSN inh	SUMO1 PPI mod	NadD inh	MsrA inh	LMPTP inh
CCCn1c(N)c(N(CCOC)C(=O)C(C)Oc2ccc(F)cc2)c(=O)[nH]c1=O (stereo not drawn)	-0.6	2	-7	i	0	-5	1	-1	-2.1	-0.2
Cc1ccc(C(=O)NCCNC(=O)COc2ccc(C)c(C)c2)cn1	-0.5	0	-1	i	1	-1	0	-1	-0.4	-1.8
COc1ccc(OC)c(N(CC(=O)Nc2cccnc2)S(=O)(=O)c2ccc(C)cc2)c1	0.1	0	-5	i	-3	2	2	-3	0.3	-0.3
COc1ccc(NC(=O)c2cc(-c3cccnc3)nc3c(C)c(C)ccc23)c(OC)c1	-0.3	3	6	i	-15	10	0	4	-0.4	5.6
Cc1ccc(C(=O)N(CCc2ccccc2)Cc2ccccc2)cc1S(=O)(=O)N1CCOCC1	-0.2	0	-5	i	-6	2	3	2	-0.1	3.5
O=C(Nc1ccc([N+](=O)[O-])cn1)c1ccc2c(c1)OCO2	0.5	0	-1	i	11	4	-2	7	-0.6	-0.4
O=C1CC(c2ccccc2)CC(O)=C1C=NC1CCCCC1 (stereo not drawn)	0.3	0	1	i	0	3	-3	-3	0.2	-0.4
Cc1cccc(NC(=O)COC(=O)C2COc3ccccc3O2)c1C (stereo not drawn)	-0.2	3	4	i	4	-1	16	-5	-0.1	-0.8
Cc1ccc(NC(=O)COC(=O)CCc2c(C)nc3ncnn3c2C)cc1	-0.1	-1	-12	i	4	-1	-3	3	0.6	-1.0
COCCCN1C(=O)C(=O)/C(=C(/O)c2ccc(S(=O)(=O)N3CCCCC3)cc2)C1c1ccc(O)cc1 (stereo not drawn)	0.6	3	-5	i	0	7	-18	10	0.3	-0.3
Cc1cccc(CN2CCCC(C(=O)N3CCCCC3)C2)c1 (stereo not drawn)	0.2	1	-17	i	1	3	8	0	-0.3	-1.3
COc1ccccc1NS(=O)(=O)c1ccc(C(=O)N2CCN(c3ccccc3)CC2)cc1	-0.3	1	-3	i	-4	-1	3	-4	-1.0	0.1
Cc1sc2nc(C3CCCCC3)nc(SCC(=O)N3CC(=O)Nc4ccccc43)c2c1C	-0.8	-1	-4	i	-3	-2	11	18	0.9	3.0
C/C(=N\NC(=O)CNc1cccc(C(F)(F)F)c1)c1cccc(Br)c1	1.0	-2	-5	i	-5	-6	-2	0	0.8	-3.6
COCC(=O)NC(C)c1nc2ccccc2[nH]1 (stereo not drawn)	0.7	-1	-6	i	1	-1	4	-1	-0.3	-2.5
NC(=O)c1ccc(C(F)(F)F)n(Cc2c(Cl)cccc2Cl)c1=O	-0.3	-1	-2	i	0	6	3	-5	0.9	4.5
O=C(COC(=O)c1cccnc1Cl)Nc1nc(-c2ccccc2)cs1	1.2	4	-9	i	-6	-4	3	-5	0.6	-1.2
O=C(CCN1C(=O)C2C3CCC(C3)C2C1=O)Nc1ccc(F)cc1 (stereo not drawn)	-0.2	0	-1	i	1	1	-3	0	-0.2	0.2
COc1ccc(/C=N/NC(=O)COc2ccc3ccccc3c2)c(C(=O)O)c1OC	0.7	0	-2	i	2	2	-2	-5	1.7	-1.1
Cc1c(NC(=O)CSc2nnc(-c3ccncc3)n2C)c(=O)n(-c2ccccc2)n1C	-0.3	-1	.	i	-3	1	-24	-1	1.0	-1.8
Cc1ccccc1N/C(=N/S(=O)(=O)c1ccccc1)c1ccc(F)cc1	0.1	1	6	i	1	5	-1	-2	0.2	1.1
CNS(=O)(=O)Cc1ccc2[nH]cc(CCN(C)C)c2c1	-0.8&-0.6	-2&-2	-11&-9	i	-1&3	0&6	-4&2	1&1	-1.7&1.1	-1.0&-1.9
COCC1CCN(Cc2nc(COc3ccccc3)no2)C1 (stereo not drawn)	0.2	-3	-12	i	-1	7	-5	-1	-0.1	-0.4
CCOc1ccc(C(=O)N/N=C/c2cc(Cl)ccc2[N+](=O)[O-])cc1	-1.3	38	103*	+	15	24	-11	4	0.3	24
Nc1nnc(/C=C/c2cccc([N+](=O)[O-])c2)s1	-0.7	-1	15	i	5	-1	-36	-5	2.5	-2.1
Cc1ccc2cc(C(c3nnnn3C3CCCC3)N(Cc3ccco3)Cc3cccs3)c(=O)[nH]c2c1 (stereo not drawn)	-0.5	3	-4	i	-8	5	12	39*	1.1	0.1
COC(=O)CN1C(=O)[C@H]2[C@@H](c3ccc(C)o3)N3C(=O)CN(Cc4ccccn4)C(=O)[C@@]3(Cc3ccccc3)[C@H]2C1=O	-0.2	-1	-4	i	-1	-1	5	-5	-1.5	0.7
CC(/C=N/NC(=O)c1cc(C(C)(C)C)[nH]n1)=C\c1ccccc1	-1.2	6	-1	i	0	-4	2	0	2.7	1.5
Cc1cc(C)cc(NC(=O)CSc2cc(C(=O)c3nccn3C)c3ccccc3n2)c1	-0.2	-1	8	i	3	-4	3	3	0.4	-3.1
Cc1cccc(C)c1NC(=O)CN(c1c(C)cccc1C)S(C)(=O)=O	-0.2	-2	.	i	1	3	2	-9	0.1	-1.2
COc1cccc(N2CCN(C(=O)CCS(=O)(=O)c3ccc4c(c3)oc(=O)n4C)CC2)c1	-0.2	2	17	i	3	-2	4	2	1.1	0.3
Cc1ccc(CN(C)C(=O)C2CCN(C(=O)Nc3ccccc3)CC2)o1	-0.4	-1	4	i	0	-3	2	-6	-0.6	-0.1
COc1ccccc1C(=O)OCCCN=C1NS(=O)(=O)c2ccccc21	-0.2	-1	-3	i	0	-9	-2	-1	0.4	2.3
Cc1ccc(/C=C/C(=O)Nc2ccncc2)o1	-0.3	-1	-3	i	0	-19	-11	0	3.9	-2.0
Clc1cccc(Cl)c1CSc1nnc(/C=C/c2ccccc2)o1	0.0	6	-10	i	-5	1	-5	2	2.6	2.2
O=C(CNC(=O)c1ccc2ccccc2c1)NCc1ccccc1F	0.7	-1	-10	i	-1	5	-4	-1	-0.5	-1.5
COCCCn1c(SCC(=O)Nc2ccc(C(C)=O)cc2)nc2ccccc2c1=O	-0.4	0	-20	i	-1	-3	-10	2	-0.1	-0.6
O=[N+]([O-])c1ccccc1/C=N/N1CCN(c2ccccn2)CC1	-0.3	1	-4	i	1	7	-23	3	-0.5	-1.2
O=C(COC(=O)c1ccc(-c2ccc([N+](=O)[O-])cc2)o1)NC(=O)NC12CC3CC(CC(C3)C1)C2	0.4	-1	-12	i	2	4	-15	4	3.2	8.7
O=c1[nH]c2ccccc2cc1-c1nnn(-c2ccccc2)n1	0.6	-2	-6	i	-4	3	-9	1	0.3	-0.8

The closing 4 records of the section above are carried over, then new ones follow:
SMILES	TbMetRS inhib	STEP block	Scp-1 inhibitor	Rpn11 block	DNMT1 block	CSN inh	SUMO1 PPI mod	NadD inh	MsrA inh	LMPTP inh
COCCCn1c(SCC(=O)Nc2ccc(C(C)=O)cc2)nc2ccccc2c1=O	-0.4	0	-20	i	-1	-3	-10	2	-0.1	-0.6
O=[N+]([O-])c1ccccc1/C=N/N1CCN(c2ccccn2)CC1	-0.3	1	-4	i	1	7	-23	3	-0.5	-1.2
O=C(COC(=O)c1ccc(-c2ccc([N+](=O)[O-])cc2)o1)NC(=O)NC12CC3CC(CC(C3)C1)C2	0.4	-1	-12	i	2	4	-15	4	3.2	8.7
O=c1[nH]c2ccccc2cc1-c1nnn(-c2ccccc2)n1	0.6	-2	-6	i	-4	3	-9	1	0.3	-0.8
COc1cc(C(=O)Nc2ccc(NC(=O)C3CCCCC3)nc2)cc(OC)c1OC	-0.1	-2	-1	i	-1	4	-1	-8	0.0	0.4
CCN(CC(=O)NC(C)C)C(=O)[C@@H](NC(=O)c1ccco1)C(C)C	-0.8	-1	5	i	1	0	-2	1	0.5	0.0
CCCCc1ccc(S(=O)(=O)NC(=O)C2(C)CCN2C(=O)c2c(C)noc2C)cc1 (stereo not drawn)	-0.4	0	.	i	0	-5	6	-1	0.0	1.2
Cc1cc(C)n(S(=O)(=O)c2ccc(F)cc2)n1	-0.5	1	-6	i	0	-1	-1	-3	0.4	-1.4
CN(C)S(=O)(=O)c1ccc(Cl)c(NC(=O)COC(=O)CNC(=O)c2ccco2)c1	-0.9	0	3	i	7	-7	3	2	0.9	0.1
O=c1[nH]c(=O)n(C2CCCCCC2)c(O)c1C=NCc1ccc(F)cc1	0.7	-3	-13	i	-7	4	4	1	-1.1	2.9
CCO/C=N/c1c(C#N)c(CC#N)nn1-c1ccccc1	-0.4	0	-8	i	2	-1	15	1	-0.3	-0.5
Cc1ccc(NC(=O)CCNC(=O)c2ccc(Cl)cc2)cc1C	-0.2	-5	-7	i	-1	3	-1	-6	-0.2	-0.6
CCCCC(=O)Nc1cc(NC(=O)CC)ccc1Cl	-0.2	-3	-6	i	11	3	3	-4	0.3	-1.0
COc1ccccc1CNC(=O)CCCc1ccccc1	-0.7	-2	-7	i	5	-4	-2	-4	-0.6	-0.1
CC1=C(C(=O)Nc2ccccc2)C(c2cccs2)NC(=O)N1 (stereo not drawn)	-0.3	-4	-29	i	-1	3	3	5	1.0	-0.3
COc1ccc(Br)c(Cn2c(C)c(C(=O)NCc3cccs3)sc2=O)c1	0.3	7	.	i	0	-3	6	-2	-0.5	2.1
CCOc1ccc(NC(=O)C(Cc2ccccc2)NC(=O)C2CCCCC2)cc1 (stereo not drawn)	-0.3	0	-4	i	5	-4	0	-4	-0.2	-2.1
COc1ccc2oc(=N)c(C(=O)Nc3ccc(Cl)cc3)cc2c1	-0.1	2	-1	i	4	2	0	-1	0.2	0.6
CCOc1cc(N2CCOCC2)c(OCC)cc1NC1=NCCCCC1	-0.5	2	6	i	-12	6	-8	-6	-0.4	1.5
Cc1c(C(=O)OCc2ccccc2)nnn1-c1nonc1N	-0.2	-3	-10	i	1	4	-1	-8	0.7	-0.5
O=C1Nc2ccc(Cl)cc2C12OCCCO2	-0.4	-7	-3	i	-5	3	-2	-2	-1.0	-1.5
O=C(CSc1ccc(-c2ccncc2)nn1)N1CCN(c2ccccc2)CC1	-0.3	2	0	i	-3	-5	-3	0	-1.7	1.2
CC(C(=O)NC1CCCc2ccccc21)N1C(=O)C2CCCCC2C1=O (stereo not drawn)	-0.1	0	-4	i	5	-10	-2	-4	-0.9	-0.7
